# Shiga inhibitor: A qHTS for Small Molecule Inhibitors of Shiga Toxin | Vero cells, Shiga toxin protein synthesis inhibition reporter | inhibition, % at 38.7 µM | 290,000 compounds, 9.2% hits | AID 2315, 2010; in the data active = inhibition mostly above about 28%, no sharp cut-off; inactive = mostly below about 43%; also: 0% is about no effect
# CHX counter: Cycloheximide Counterscreen for Small Molecule Inhibitors of Shiga Toxin | cell reporter, cycloheximide protein synthesis inhibition counterscreen | max response, % | 300,000 compounds, 12% hits | AID 2314, 2010; in the data active = max response mostly above about 13%, no sharp cut-off; inactive = mostly below about 14%; also: read at 38.3 µM for the half of the compounds with a filed dose; 0% is about no effect
# AMA1 RON2 block: qHTS for Inhibitors of AMA1-RON; Towards Development of Antimalarial Drug Lead: Primary Screen | AlphaScreen AMA1-biotinylated RON2 peptide binding | AID 720542, 2013 | Plasmodium falciparum AMA1 (3D7) - RON2 peptide interaction | Potency, µM (series often up to 58.2 µM), inactives show at the highest dose activity change, negative = inhibition, usual class: inhibitors | 360,000 compounds, 0.2% hits;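 also: potency is read from the fitted curve at half-maximal effect; 0% = vehicle wells and -100% = peptide control; nearly all actives have a fitted effect of over 45% in size; some results filed as inactive show a strong effect at the top dose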
#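 AMA1 (3D7) with his tag at 25 nM final met compounds first, then biotinylated RON2 peptide at 25 nM; detection used donor plus acceptor beads, 10 µg/mL apiece, read by AlphaScreen after 30 min at room temperature.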
# FBPA Giardia inh: qHTS Assay for Inhibitors of Fructose-1,6-bisphosphate Aldolase from Giardia Lamblia; purified Giardia FBPA; Potency, µM (series often up to 59.6 µM), inactives show at the highest dose activity, negative = inhibition, hits mostly inhibitors; 290,000 compounds, 0.71% hits; also: potency is read from the fitted curve at half-maximal effect; % is scaled to controls: 0 for no effect and ±100 for the full control effect; nearly all actives have a fitted effect of over 55% in size
# Target sequence (A8B2U2 whole entry, looked up): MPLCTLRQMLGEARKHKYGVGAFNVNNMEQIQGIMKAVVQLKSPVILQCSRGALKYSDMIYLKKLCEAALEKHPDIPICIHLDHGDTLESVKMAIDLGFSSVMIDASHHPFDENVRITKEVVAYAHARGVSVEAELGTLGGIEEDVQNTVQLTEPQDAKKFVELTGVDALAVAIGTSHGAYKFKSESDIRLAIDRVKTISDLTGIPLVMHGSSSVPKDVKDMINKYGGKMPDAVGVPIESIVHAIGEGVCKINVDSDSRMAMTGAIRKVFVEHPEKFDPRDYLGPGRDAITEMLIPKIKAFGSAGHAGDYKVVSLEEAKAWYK
#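 Giardia FBPA (40 nM reagent) was preincubated 10 min at RT with compound (up to 57.5 uM final), then substrate plus GAPDH/TPI/NAD/arsenate coupling system with diaphorase/resazurin was added; resorufin fluorescence (525/598 nm) was read after 20 min.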
# AmpC inh no detg: qHTS Inhibitors of AmpC Beta-Lactamase (assay without detergent); P00811; AmpC nitrocefin hydrolysis, absorbance 480 nm, 0.0001% Triton; Potency, µM (highest dose often 57.1 µM), for inactives: at the top dose activity change, negative = inhibition, hits mostly inhibitors; 330,000 compounds, 0.52% hits;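 also: potency is read from the fitted curve at half-maximal effect; plate controls were no compound for no effect and no enzyme for full effect; nearly all actives have a fitted effect of over 20% in size; some results filed as inactive show a strong effect at the top dose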
# Target sequence (P00811 whole entry, looked up): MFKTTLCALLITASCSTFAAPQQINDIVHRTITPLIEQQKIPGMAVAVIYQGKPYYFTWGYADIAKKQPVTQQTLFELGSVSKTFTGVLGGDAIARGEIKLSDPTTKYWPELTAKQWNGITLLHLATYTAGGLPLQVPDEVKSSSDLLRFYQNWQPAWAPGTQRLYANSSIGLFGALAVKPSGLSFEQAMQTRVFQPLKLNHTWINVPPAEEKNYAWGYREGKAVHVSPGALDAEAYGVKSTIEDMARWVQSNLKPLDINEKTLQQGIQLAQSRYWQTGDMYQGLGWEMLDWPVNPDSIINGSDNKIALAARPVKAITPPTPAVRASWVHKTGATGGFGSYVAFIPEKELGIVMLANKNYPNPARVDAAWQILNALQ
#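 20 mM phosphate pH 7.0 + 0.01% (detergent screen) or 0.0001% Triton X-100; 5.3 nM AmpC reagent; cpd preinc 15 min RT; nitrocefin (800 uM stock) to start; A480 q20 s × 4 min; Activity was normalised to no-enzyme and no-compound control wells.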
# AmpC inh detg: qHTS Inhibitors of AmpC Beta-Lactamase (assay with detergent); AmpC hydrolysis of nitrocefin, absorbance 480 nm, 0.01% Triton; Potency, µM (series often up to 114 µM), inactives show at the top dose activity change, negative = inhibition, usual class: inhibitors; 370,000 compounds, 0.041% hits;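 also: potency is read from the fitted curve at half-maximal effect; 0% = no-compound wells and -100% = no-enzyme wells; nearly all actives have a fitted effect of over 25% in size; some results filed as inactive show a strong effect at the top dose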
#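 20 mM phosphate pH 7.0 + 0.01% (detergent screen) or 0.0001% Triton X-100; 5.3 nM AmpC reagent; cpd preinc 15 min RT; nitrocefin (800 uM stock) to start; A480 q20 s × 4 min; Activity was normalised to no-enzyme and no-compound control wells.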
# HCMV inh: qHTS Assay for inhibitors of the human cytomegalovirus (HCMV); HFF cells, HCMV-luciferase reporter, 72 h; hits give low values; activity change, negative = inhibition, % at 57.5 µM; 410,000 compounds, 4.5% hits; in the data active = activity change below about -60%; inconclusive = no clear call, values can overlap the other calls; inactive = above about -39%; also: % is scaled to controls: 0 for no effect and ±100 for the full control effect
#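 Compounds were evaluated in HFFs infected with an HCMV luciferase reporter virus (MOI 1 PFU/cell). Luciferase in lysates collected 72 h post infection served as the replication measure.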
# * marks the source's active call; other numbers are inactive results; ? = inconclusive; nt = not tested or not shown; + = active, no number; & = joins results of further samples; [ ] = remark or other dose. Unless noted, calls follow the shape of the dose curve; as a rule, active = well fitted curve in the direction sought with a large enough effect; inconclusive = small, poorly fitted or top-dose-only effect, or another doubt; inactive = no such curve, though single readings can be large; an effect the other way counts as inactive or inconclusive.
SMILES,Shiga inhibitor,CHX counter,AMA1 RON2 block,FBPA Giardia inh,AmpC inh no detg,AmpC inh detg,HCMV inh
O=C(COC(=O)c1ccc2ccccc2n1)Nc1ncc(C(F)(F)F)cc1Cl,-11,-7,-17%,-8%,5%,?,20
COc1ccc(NC(C)=O)cc1NC(C)C(=O)Nc1ccc(S(=O)(=O)N2CCCCC2)cc1 (stereo not given),nt,nt,0%,nt,76%[activator],2%,35
O=C(Nc1ccccc1C(=O)NCCN1CCOCC1)c1ccc(Cl)cc1Cl,-8,-1,?,0%,-10%,0%,-37
COC(=O)CSc1nnc(-c2sc3ccccc3c2Cl)o1,-2,-1,-18%,3%,-18%,4%,?
CNc1nc(Oc2ccccc2C(=O)OC)nc(SC)n1,-11,-2,0%,1%,-18%,-13%,6
CC(C)c1ccc(/C=C2\SC(=O)N(CC(=O)NC3C=CS(=O)(=O)C3)C2=O)cc1 (stereo not given),27,12*,-5%,0%,11%,-3%,-77*
C=CCn1c(N)c(C(=O)NCc2cccnc2)sc1=S,-11,-6,1%,-4%,-11%,?,-18
Cc1cccc(C(=O)N2CCCC(N3CCN(c4ccc(F)cc4)CC3)C2)n1 (stereo not given),7,24,2%,7%,4%,-2%,12
O=C(COC(=O)c1cccs1)Nc1cccc(S(=O)(=O)N2CCCCC2)c1,nt,nt,3%,nt,-38%,nt,41
COc1ccc(CN(C(=O)/C=C/c2ccco2)C2CCS(=O)(=O)C2)cc1OC (stereo not given),-4,-4,-20%,-7%,51%,-9%,-7

# 2 successive records out of the list so far, quoted:
SMILES,Shiga inhibitor,CHX counter,AMA1 RON2 block,FBPA Giardia inh,AmpC inh no detg,AmpC inh detg,HCMV inh
O=C(COC(=O)c1ccc2ccccc2n1)Nc1ncc(C(F)(F)F)cc1Cl,-11,-7,-17%,-8%,5%,?,20
COc1ccc(NC(C)=O)cc1NC(C)C(=O)Nc1ccc(S(=O)(=O)N2CCCCC2)cc1 (stereo not given),nt,nt,0%,nt,76%[activator],2%,35

# 3 entries out of the list, ordered by molar mass, high to low:
SMILES,Shiga inhibitor,CHX counter,AMA1 RON2 block,FBPA Giardia inh,AmpC inh no detg,AmpC inh detg,HCMV inh
O=C(Nc1ccccc1C(=O)NCCN1CCOCC1)c1ccc(Cl)cc1Cl,-8,-1,?,0%,-10%,0%,-37
COC(=O)CSc1nnc(-c2sc3ccccc3c2Cl)o1,-2,-1,-18%,3%,-18%,4%,?
C=CCn1c(N)c(C(=O)NCc2cccnc2)sc1=S,-11,-6,1%,-4%,-11%,?,-18

# (listing goes on)
SMILES,Shiga inhibitor,CHX counter,AMA1 RON2 block,FBPA Giardia inh,AmpC inh no detg,AmpC inh detg,HCMV inh
COCCCNC(=O)c1ccc(-n2nc(C(F)(F)F)cc2-c2cccs2)cc1,-16,5,0%,0%,199%[activator],-2%,?
CCn1cc([N+](=O)[O-])c(C(=O)NCc2ccc3c(c2)OCO3)n1,16,-9,-7%,-2%,-5%,-7%,-13
Cc1ccc(C(=O)COC(=O)CCS(=O)(=O)c2ccccc2)cc1[N+](=O)[O-],nt,nt,-7%,nt,-40%,-4%,-35
Cc1ccccc1C1C(C#N)=C(N)N(N(C)C)C2=C1C(=O)CC(C)(C)C2 (stereo not given),-3,-2,6%,-16%,2%,-15%,5
COc1ccc(C(=O)NC(CC(C)C)C(=O)O)cc1OC (stereo not given),-3,0,-5%,5%,-16%,3%,3
O=C(NC(=S)Nc1cccc(O)c1)C1CCCCC1,nt,nt,-8%,nt,-25%,nt,-25
Cc1cccc(OCC(=O)NCC(C)(C)N2CCOCC2)c1,nt,nt,0%,nt,-9%,-14%,4
CC(C)(C)NC(=O)C(c1ccsc1)N(CCc1ccccc1)C(=O)Cn1nnc2ccccc21 (stereo not given),3,-1,-6%,-1%,-3%,-2%,-22
c1ccc(-c2cn3nc(-c4ccccc4)cnc3n2)cc1,+,49*,24%,0%,-12%,2%,30
COCCN(Cc1nc(C2(c3ccc(C)cc3)CCCC2)no1)C(C)C,-3,-2,-1%,-3%,145%[activator],-6%,-23
O=C(c1ccccc1[N+](=O)[O-])n1cnc2ccccc21,18,-2,16%,-2%,-9%,-12%,-11
Cc1ccc(Oc2cc(N3CCOCC3)nc(-c3ccccc3)n2)cc1,-14,7,-3%,0%,-5%,5%,4
CC1(C)CC(=O)c2cc(C(=O)NNc3ccccc3)c(=O)n(-c3ccccc3)c2C1,-6,1,-7%,2%,39%,?,-34
O=C1CC(c2cccc([N+](=O)[O-])c2)c2cc3c(cc2N1)CCC3 (stereo not given),-24,-2,-14%,-9%,-22%,3%,-14
O=C(CN1CCCCC1)NCC1(c2ccccc2)CCCC1,15,8,-4%,-2%,0%,-11%,?
Cc1nnc(SCC(=O)Nc2ccc(N3CCOCC3)cc2)o1,-1,-2,-6%,1%,-21%,-1%,18
COC(=O)c1ccc(COc2ccccc2/C=N/NC(N)=O)o1,-7,6,-11%,-5%,-6%,-6%,20
COc1cccc(NC(=O)Cc2ccc3ccccc3c2)c1,nt,-3,19%,8%,-39%,?,-20
CCOc1ccc(Cl)cc1S(=O)(=O)n1nnc2ccccc21,7,11,0%,10%,-9%,?,-11
C/C(=N\NC(=O)c1ccc(-n2cnnn2)cc1)c1ccc(C)cc1,nt,nt,6%,nt,-9%,?,-19
O=C(Nc1ccc(CN2CCOCC2)cc1)c1cc2ccccn2n1,38*,22*,19%,-11%,-15%,-11%,70
NC(=O)CC(NC(=O)Cc1ccc(Br)cc1)c1ccc(NCCOc2ccccc2)c([N+](=O)[O-])c1 (stereo not given),-2,-6,-6%,0%,-20%,5%,-22
Cc1cc(SCCC(=O)O)nc2ccccc12,31,-3,-1%,21%,-39%,?,-15
COc1ccc(CNC(=O)c2cccnc2Sc2ccc(Cl)cc2)cc1,15,11,33%[activator],5%,-19%,-9%,27
O=C(C[n+]1cccc(Br)c1)c1ccccc1,-5,-8,-4%,-1%,-22%,-3%,61
COCC(=O)N/N=C\c1cccc(OC)c1OC/C=C/c1ccccc1,3,-1,75%[activator],2%,8%,?,nt
CCCN1Cc2cc(OC)ccc2-c2ccccc2S1(=O)=O,nt,nt,2%,nt,-16%,nt,-9
COC(=O)CNC(=O)CN1c2cccc3cccc(c23)S1(=O)=O,13,0,-20%,-12%,nt,6%,-4
COc1cc(/C=C(\C#N)C(=O)Nc2ccccc2F)ccc1OCCN1CCOCC1,14,25*,-17%,nt,33%,-9%,-25
CCn1ccnc1CN1CCC(n2nccc2NC(=O)c2ccccc2OC)CC1,-6,-3,42%[activator],nt,-1%,8%,6
Cc1ccsc1C(=O)C1CCCN(Cc2cc(F)ccc2-n2cccn2)C1 (stereo not given),-7,-4,-22%,0%,0%,-4%,?
O=C(CN1C(=O)/C(=C\c2cccs2)SC1=S)Nc1cccc(C(=O)O)c1,53*,11,5%,16%,-39%,-3%,?
CN1CCCN(C(=O)CC(c2ccccc2)c2ccccc2)CC1,-5,-7,5%,2%,23%,8%,5
CCc1ccccc1NC(=O)CN1CCN(C(=O)COc2ccccc2C#N)CC1,nt,nt,-11%,nt,111%[activator],14%,?
CC(/C=C/c1ccc2c(c1)OCO2)=N/NC(=O)C1COc2ccccc2O1 (stereo not given),9,6,nt,3%,-15%,-9%,-30
Cc1ccc(-c2noc(CSc3nnc(CCc4ccccc4)n3-c3ccccc3)n2)cc1,-9,2,-2%,-6%,-10%,-17%,-35
COc1cccc(C(=O)C2CCCN(Cc3cccc(-n4nc(C)cc4C)c3)C2)c1 (stereo not given),-9,-2,-11%,2%,147%[activator],7%,6
CCN1CCN(S(=O)(=O)c2ccc(OC)c(NC(=O)c3ccccc3)c2)CC1,10,-1,-6%,5%,-14%,1%,-23
COc1ccc(-c2cc(C(F)(F)F)n3nc(C(=O)N(C)Cc4ccccc4)cc3n2)cc1OC,19,2,24%,-4%,5%[2.29 µM],-14%,-24
O=C(NC1CCCCCC1)C1c2ccccc2C(=O)N1C1CC1 (stereo not given),-14,-4,-3%,2%,-7%,1%,-3
O=C(Nn1c(=O)[nH]c2ccccc2c1=O)c1ccco1,-8,-1,-4%,3%,-20%,0%,-5
O=C1NC(=S)NC(=O)C12C(c1ccccc1)NC(=S)NC2c1ccccc1 (stereo not given),-11,-3,4%,?,-21%,?,13
CC(C)[C@H](NC(=O)Nc1ccc(S(N)(=O)=O)cc1)C(=O)O,14,0,56%[activator],5%,-16%,-2%,26
O=C(NC1CCCCC1)c1cc(-c2ccc(Cl)cc2)on1,-4,-2,5%,1%,-21%,-1%,-20
N/C(=N\OC(=O)c1ccc2ccccc2c1)c1cccc([N+](=O)[O-])c1,+,39*,2%[2.32 µM],8%,-2%,1%,26
O=C(O)c1ccc(N2CCCCC2)cc1,-5,-2,1%,2%,-15%,0%,-6
Cc1c(C(=O)NCC2COc3ccccc3O2)oc2ccc(S(=O)(=O)N3CC(C)CC(C)C3)cc12 (stereo not given),9,-2,-4%,-10%,-29%,-9%,-16
O=C(CCNS(=O)(=O)c1ccc(Cl)cc1)N1CCN(c2ncccn2)CC1,nt,nt,10%,nt,124%[activator],-14%,-1
C#CCOCCOCCOCCNc1nc(N2CCOCC2)nc(N2CCN(C(=O)[C@H](Cc3cc4ccccc4[nH]3)n3cc([C@@H](N)CC(C)C)nn3)CC2)n1,-14,1,-8%,-15%,220%[activator],7%,nt
CCn1c(Cc2ccc(OC)cc2)nnc1SCC(=O)N1CCN(c2ccccc2)CC1,22,-3,-15%,1%,66%[activator],-1%,?

# Continued:
SMILES,Shiga inhibitor,CHX counter,AMA1 RON2 block,FBPA Giardia inh,AmpC inh no detg,AmpC inh detg,HCMV inh
COc1ccc(C(=O)c2ccccc2O)c(O)c1,nt,nt,0%,-22%,-30%,-15%,-40
CSc1ccc(N=Nc2c(C)[nH]n(C)c2=O)cc1,67*,46*,14µM*,-29%,49%,-12%,50
CCOC(=O)N1CCN(C(=O)C2CCN(c3nnc(-n4cccc4)s3)CC2)CC1,0,2,-5%,-13%,83%[activator],?,22
O=C(CSc1nnc(Nc2ccccc2)s1)Nc1cccc(S(=O)(=O)N2CCCCC2)c1,58*,49*,3%,5%,-17%,?,0
N#CCC(=O)c1sccc1-n1cccc1,-12,7,-13%,?,-29%,-1%,-26
CN=C(c1ccccc1)c1c(C)cccc1C,15,9,1%,3%,-9%,2%,5
COc1cc(OC)cc(N2CCN(S(=O)(=O)c3ccc(-n4cnnn4)cc3)CC2)c1,-5,-6,1%,-9%,-3%,?,0&58
CC(OC(=O)c1ccncc1)C(=O)Nc1cccc(Cl)c1 (stereo not given),-17,-4,9%,0%,-3%,3%,-35
CCC(=O)c1ccc(OCC(O)CN2CCN(c3ccc(F)cc3)CC2)cc1 (stereo not given),-15,-2,0%,1%,-14%,-14%,1
CC(=O)c1c(C)nc(-c2ccccc2)nc1N,58*,29*,1%,?,-20%,5%,14
